High-throughput results deposited in PubChem by National Center for Advancing Translational Sciences (NCATS).
L3MBTL1 inh: inhibitors of human L3MBTL1; AlphaScreen L3MBTL1–H3K9me1 peptide binding; Potency, µM (titrated, usually from 57.1 µM), without a hit: at the highest dose activity, negative = inhibition, hits mostly inhibitors; hit rate 0.66% among 230,000; AID 485360; note: % is set by controls: 0 for no effect and ±100 for the full control effect; nearly all actives have a fitted effect of over 60% in size
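Read-out is AlphaScreen signal from streptavidin donor and nickel chelate acceptor beads (10 ug/mL final each) bridging L3MBTL1 (50 nM) and biotinylated K9-monomethylated H3(1-15) peptide (75 nM), after 30 min compound exposure at room temperature.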
Lamin A splicing: changes lamin A minigene splicing in HeLa cells; hit rate 0.01% among 200,000; Potency, µM (titrated, usually from 46.1 µM), without a hit: top-dose ratio change, negative = inhibition, hits mostly inhibitors; HeLa LMNA splicing GFP/RFP minigene ratio, 48 h; AID 1487; active = well fitted inhibition curve with a large enough effect in the signal ratio, with a control signal flat, not every such curve was filed as active; inconclusive = small, poorly fitted or top-dose-only effect, or effect the other way, or a change in a side signal; the % refers to the signal ratio; note: % is set by controls: 0 for no effect and ±100 for the full control effect
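S3 HeLa stable clones carrying a lamin A-EGFP splicing minigene plus DsRed2 were seeded at 600 cells/well in Opti-MEM with 2% FBS, pin-dosed and incubated 48 h at 37°C. Acumen cytometry (488 nm) gave the GFP/RFP total-intensity ratio.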
Tau ThT inhib: tau fibrillization inhibition (ThT binding) | AID 1460 | recombinant tau K18 P301L (four-repeat tau fragment), heparin-induced fibrillization, ThT fluorescence | Potency, µM (highest dose often 57.4 µM), for inactives: at the highest dose activity, negative = inhibition, usual class: inhibitors | hit rate 2.1% among 270,000 | P10636; note: % is set by controls: 0 for no effect and ±100 for the full control effect; nearly all actives have a fitted effect of over 55% in size
Target sequence (P10636 561-689 P618L limits assumed): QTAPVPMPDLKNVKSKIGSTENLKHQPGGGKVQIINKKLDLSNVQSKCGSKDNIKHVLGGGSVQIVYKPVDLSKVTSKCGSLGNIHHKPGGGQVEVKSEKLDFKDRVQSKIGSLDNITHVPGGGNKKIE
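Heparin-induced (20 uM) aggregation of recombinant human K18 P301L tau, 15 uM unlabeled with 0.24 uM labeled, pH 7 acetate buffer, 6 hr at 37 C with compound. Fibrils quantified by 30 uM ThT fluorescence after 1 hr ambient incubation.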
KinaseGlo FLuc: Kinase-Glo luciferase inhibition (counter-screen); Q27757; Kinase-Glo luciferase, ATP luminescence, 8 min; Potency, µM (doses to about 38.3 µM), for the others: at the highest dose activity change, negative = inhibition, hits mostly inhibitors; hit rate 0.28% among 200,000; AID 1379; note: % is set by controls: 0 for no effect and ±100 for the full control effect; nearly all actives have a fitted effect of over 60% in size
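Kinase-Glo luciferase light output from ATP and luciferin was measured with 10 uM ATP, within the enzyme's linear range. Buffer: 50 mM imidazole pH 7.2, 50 mM KCl, 7 mM MgCl2, 0.01% Tween 20, 0.05% BSA; luminescence read after 8 min at ambient temperature.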
JMJD2E inh: JMJD2E (human) inhibition; Potency, µM (series often up to 57.1 µM), for inactives: top-dose activity change, negative = inhibition, usual class: inhibitors; AID 2147; B2RXH2; hit rate 1.6% among 230,000; JMJD2E catalytic domain, FDH-coupled NADH fluorescence (FDH is formaldehyde dehydrogenase); active = well fitted inhibition curve with a large enough effect, not every such curve was filed as active; inconclusive = small, poorly fitted or top-dose-only effect, or another doubt; inactive = no such curve, though single readings can be large or run the other way;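 note: 0% = wells with enzyme and -100% = buffer wells without enzyme; nearly all actives have a fitted effect of over 50% in size; many of its hits are not listed in these tables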
ALDH1A1 inh: ALDH1A1 (human) enzyme inhibition | Purified ALDH1A1, NADH fluorescence, propionaldehyde substrate | P00352 | AID 1030 | hit rate 7.3% among 220,000 | Potency, µM (series often up to 75.3 µM), for inactives: at the top dose activity, negative = inhibition, usual class: inhibitors; active = well fitted inhibition curve with a large enough effect, not every such curve was filed as active; inconclusive = small, poorly fitted or top-dose-only effect, or another doubt; inactive = no such curve, though single readings can be large or run the other way;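 note: plate controls were no enzyme wells and a reference inhibitor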
SMN2 splice enh: enhancers of SMN2 splice variant expression. HEK293 SMN2-luciferase splicing reporter, luminescence, 30-36 h. Potency, µM (series often up to 46.1 µM), for inactives: at the highest dose activity change, positive = activation, actives largely listed as activators. hit rate 2.8% among 210,000. AID 1458; note: % of control where 0% means no effect; nearly all actives have a fitted effect of over 55% in size
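HEK293 cells carry an SMN2 minigene-luciferase reporter in which exon 7 inclusion puts luciferase in frame. Cells were seeded at 2000 cells/well, attached for 10-12 hours, then exposed to compounds for 30-36 hours at 37C before ONE-Glo luminescence.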
RECQ1 inh: blocks DNA unwinding by human RECQ1; RECQ1 DNA unwinding, red fluorescence kinetic read; Potency, µM (doses to about 57.3 µM), without a hit: top-dose activity, negative = inhibition, actives largely listed as inhibitors; hit rate 0.54% among 240,000; AID 2549;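 note: plate controls were vehicle for no effect and no enzyme for full effect; nearly all actives have a fitted effect of over 30% in size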
Target sequence (P46063 whole entry, looked up): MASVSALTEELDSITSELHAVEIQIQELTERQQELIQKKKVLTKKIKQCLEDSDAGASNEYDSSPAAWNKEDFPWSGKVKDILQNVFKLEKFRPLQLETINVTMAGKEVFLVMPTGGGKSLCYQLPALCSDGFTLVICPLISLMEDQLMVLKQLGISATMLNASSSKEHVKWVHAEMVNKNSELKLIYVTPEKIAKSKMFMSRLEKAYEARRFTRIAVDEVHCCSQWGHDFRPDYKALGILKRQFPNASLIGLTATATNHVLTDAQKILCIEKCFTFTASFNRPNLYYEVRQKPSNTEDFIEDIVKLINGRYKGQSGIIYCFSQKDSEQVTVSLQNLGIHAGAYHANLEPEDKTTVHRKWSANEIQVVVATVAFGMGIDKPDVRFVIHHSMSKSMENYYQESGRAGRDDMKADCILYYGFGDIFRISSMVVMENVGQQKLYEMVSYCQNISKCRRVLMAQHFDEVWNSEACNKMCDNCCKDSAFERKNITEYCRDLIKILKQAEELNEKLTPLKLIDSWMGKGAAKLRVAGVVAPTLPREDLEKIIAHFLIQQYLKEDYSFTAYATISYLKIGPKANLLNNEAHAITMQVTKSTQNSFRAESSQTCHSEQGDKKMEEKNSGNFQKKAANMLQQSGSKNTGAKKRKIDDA
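RECQ1T1 50 nM; forked duplex (20 bp + 30-nt ss tails) 200 nM, ATP 2 mM final; pH 8.0, 2 mM MgCl2, 2.5 ug/ml poly(dI-dC); 15 min compound preincubation; discontinuous kinetic read over 2 h at RT.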
Starred values were filed as active, the others as inactive; i = inactive; ? = inconclusive; / = no result given; & = joins results of further samples; [ ] = dose if it differs, or a comment. Unless noted, calls come from the whole dose curve; as a rule, active = well fitted curve in the direction sought with a large enough effect; inconclusive = small, poorly fitted or top-dose-only effect, or another doubt; inactive = no such curve, though single readings can be large; an effect the other way counts as inactive or inconclusive. Potency is the fitted concentration of half-maximal effect. Not all compounds are listed. The share of hits here may be higher or lower than overall.

Compound,L3MBTL1 inh,JMJD2E inh,RECQ1 inh,Tau ThT inhib,ALDH1A1 inh,SMN2 splice enh,Lamin A splicing,KinaseGlo FLuc
COc1ccc(C(=O)NC(=S)N2CCN(C)CC2)cc1Br,1%,2%,i,-2%,-5%,?,-6%[46 µM],4%
COCC(C)n1c(C)cc(C(=O)CN2C(=O)NC(Cc3c[nH]c4ccccc34)C2=O)c1C (stereo unspecified),/,3%,-20%,-9%,2%,-13%,5%,-1%
O=C(NC(=S)Nc1ccc(S(=O)(=O)N2CCCCC2)cc1)c1ccc(Cl)cc1,/,-5%,8%,-4%,0.5µM*,-33%,13%,6%
O=C(c1cccc(Oc2c(Cl)cccc2[N+](=O)[O-])c1)N1CCCCC1,-9%,3%,-12%,-18%,?,/,-8%[46 µM],1%
Cc1ccc(C)c(NC(=O)COC(=O)CCCN=C2NS(=O)(=O)c3ccccc32)c1,6%,-2%,-2%,5%,31%[activator],-1%,-1%,1%
CC(C)(C)NC(=O)c1ccc2nccnc2c1,3%,5%,-2%,-13%,0%,-5%,-6%,3%
Cc1onc(-c2ccccc2)c1-c1ccc(S(N)(=O)=O)cc1,/,11%&-4%,0%&10%,-16%&-7%,0%,-8%,?,3%
NC(=S)N/N=C\c1ccc(-c2cccc(Cl)c2Cl)o1,/,?,-1%,?,32µM*,-2%,?,-4%
COc1ccccc1-c1noc(-c2cccs2)n1,6%,-5%,i,0%,7%,11µM*,3%,-7%
Cc1cccc(C2c3[nH]c4ccccc4c3CCN2C(=O)c2nn(C)c(=O)c3ccccc23)n1 (stereo unspecified),-25%,-4%,-11%,-13%,8%,/,/,1%
CN(Cc1cn(C)nc1-c1cccc(Cl)c1)Cc1nccn1C,-11%,13%,i,-9%,/,/,/,/
COc1ccc(CC(=O)OCC(=O)c2ccc(OC)cc2)cc1,11%,7%,-6%,-15%,-5%,-6%,-1%,1%
O=C(OCC(=O)N1CCN(C(=O)c2ccco2)CC1)c1cc(-c2ccco2)nc2ccccc12,8.9µM*,?,13µM*,?,?,-7%,13%,-3%
CN1CCc2cc(NC(=O)Nc3cccnc3)ccc21,/,-4%,-3%,?,8%,?,-15%,-2%
COc1cc(NS(=O)(=O)c2ccc(NC(=O)CN3C(=O)c4ccccc4C3=O)cc2)nc(OC)n1,/,9%,-15%,-8%,-10%,-13%,/,0%
COc1ccc(CC(=O)NC2CCCc3ccccc32)cc1 (stereo unspecified),1%,9%,i,-1%,?,-3%,-13%[46 µM],4%
Cc1cccn2cc(COc3ccc(-c4ccccc4)cc3)nc12,/,?,2%,?,26%,/,/,?
CCOC(=O)C1(Cc2ccc(OC)cc2)CCN(C(=O)c2cccc3nccnc23)CC1,9%,3%,i,1%,0%,/,/,/
Cc1ccc(NC(=O)CSc2nc(N)cc(=O)[nH]2)cc1S(=O)(=O)N1CCOCC1,6%,0%,14%,-14%,4%,/,/,/
CCOC(=O)N1CCN(C(=O)CCN2C(=O)COc3ccccc32)CC1,4%,1%,-11%,-2%,10%,-10%,-2%,-1%
COc1ccc([C@H]2CC(=O)c3c(O)cc(O)cc3O2)cc1O,5%,-6%,-8%,-15%,-15%,/,10%[46 µM],/
N#Cc1nc(-c2ccco2)oc1NCCCn1ccnc1,/,11%,5%,5%,?,33%,2%,-4%
Cc1cc(C)c(NC(=O)C[C@H](CC(=O)O)c2cccc3ccccc23)c(C(=O)N2CCC3(CCCC3)CC2)c1,/,4%,-6%,-2%,-8%,-6%,?,-1%
O=C1N/C(=N/O)S/C1=C\c1ccccc1-n1cccn1,15%,3%,-3%,-8%,-10%,-5%,19%[1.84 µM],0%
NC(=O)C1CCN(Cc2nc(-c3ccccc3)no2)CC1,5%,3%,-6%,-3%,-8%,/,2%,/
CCN(CC)CCCN=Cc1c(O)n(-c2c(C)cccc2C)c(=O)c2ccccc12,-25%,?,-11%,-13%,/,/,/,/
O=C(/C=C/c1ccc(-c2ccccc2[N+](=O)[O-])o1)c1ccc(Br)cc1,-27%,-18%,-5%,7.9µM*,7.1µM*,-13%,?,4%
Cc1c(CCOC(=O)C23CC4CC(CC(C)(C4)C2)C3)sc[n+]1Cc1ccccc1,-1%,-4%,-5%,-20%,11%,8%,?,-6%
C=CCn1c(SCC(=O)Nc2ccc3c(c2)OCO3)nnc1-c1ccccc1,-10%,1%,-1%,-17%,?,-15%,-3%,-7%
COc1ccc(O[C@H]2C=C[C@@H](c3ccccc3)O[C@@H]2COC(=O)CC/C(C)=N/O[C@@H](C)CN2CCCCc3nc(C)c(C)cc32)cc1,-9%,?,-25%,?,-12%,-25%,-7%,0%
Cc1noc(C)c1C(=O)OCC(=O)Nc1cc(Cl)ccc1Oc1ccccc1,/,0%,-6%,-13%,0%,-33%,5%,0%
CCN(CC)C(=O)COC(=O)c1ccc(O)cc1,/,5%,i,-6%,5%,8%,4%,-3%
CCCc1cc(N2CCCC2)n2nc(C)c(-c3ccccc3)c2n1,16%,?,5%,?,?,-39%[inhibitor],-6%,3%
Clc1ccccc1CSc1nnc(-c2ccccn2)n1Cc1ccco1,-1%,0%,-17%,-22%,?,-8%,?,13%
CCOC(=O)c1c(NC(=O)CSc2nnnn2-c2ccc(OC)cc2)sc(C)c1C,/,-2%,-8%,32µM*,1µM*,-24%,5%,-2%
NC(=O)C1CCN(CC(=O)NC2CCCc3ccccc32)CC1 (stereo unspecified),/,16%,i,-5%,14%,10%,/,-3%
CC(C)(C)Nc1nc(Oc2ccc(=O)n(-c3ccccc3)n2)nc(N2CCOCC2)n1,1%,-1%,2%,-8%,-4%,23%,-8%,2%
COc1ccc(N=C2O/C(=C/c3sc(=S)n(CC4CCCO4)c3O)N=C2C#N)cc1 (stereo unspecified),-20%,2%,i,10µM*,1.1µM*,/,/,/
CC(C)c1ccc(NC(=S)NC2CCN(Cc3ccccc3)CC2)cc1,-8%,4%,-3%,2%,?,-6%,?,-2%
C/C(Nc1ccc(Cl)cc1)=C(/C#N)C(N)=O,/,5%,-2%,-2%,4%,14%,-2%,15%
CCP(=O)(c1cccc([N+](=O)[O-])c1)c1cccc([N+](=O)[O-])c1,16%,6%,-3%,-8%,/,/,/,/
O=C(NC(=S)Nc1ccc(S(=O)(=O)N2CCCCC2)cc1)c1ccccc1,/,4%,-2%,-11%,9.5µM*,2%,0%,-4%
CCC(=O)OCC(=O)Nc1cc([N+](=O)[O-])ccc1OC,-11%,5%,-4%,2%,-2%,-7%,/,1%
O=C(Nc1ccccc1)N1CC2(CCN(C(=O)c3ccco3)CC2)C1,/,/,i,/,2%,10%,/,-5%
S=c1[nH]nc(CCc2ccccc2)n1Cc1ccccc1,2%,-6%,i,1%,?,-18%,?,0%
CCO[C@H]1OC(C(=O)NCc2ccccc2)=C[C@@H](C2CCCCC2)[C@@H]1CCCO,16%,9%,-17%,-4%,-4%,/,/,/
CCOC(=O)c1cccc(-c2ccc(C=O)o2)c1,-14%,5%,2%,3%,-2%,13%,-13%,3%
O=C(Cn1nnc2ccccc21)Nc1ccc(Cl)cn1,9%,1%,-16%,7%,3%,19%,-6%[46 µM],-1%
Cc1cccc2c(C(=O)Nc3ccc(Br)cc3)cc(-c3ccccn3)nc12,-2%,-8%,i,-1%,?,5%,/,-2%
Cc1nc(N2CCC(C(N)=O)CC2)c2c(-c3cccs3)csc2n1,/,12%,?,-15%,-6%,-27%,?,-1%
COc1ccc(NC(=O)c2ccc(-n3c(C)ccc3C)cc2)c(OC)c1,-20%,-8%,-4%,0%,10%,-5%,?,-7%
COc1ccc(CN2CCC(=O)NC2=O)cc1,5%,-23%,-8%,-8%,-13%,8%,-8%,8%
O=C(O)CCc1nn2c3ccccc3nc2n(CCN2CCCCC2)c1=O,-2%,?,-4%,-3%,?,-9%,6%,-3%
Cc1cc(C)nc(SCC(=O)NN)n1,-25%,-3%,-16%,-9%,10µM*,/,12%[46 µM],1%
O=c1oc2c3c4c(cc2s1)CCCN4CCC3,/,?,28µM*,?,25µM*,-22%,8%,2%
Cc1cc(C)n2nc(C(=O)Nc3nnc(C4CC4)s3)nc2n1,2%,0%,?,-1%,-5%,8%,8%,0%
Cn1c(NC(=O)c2cc(Br)ccc2Cl)cc(=O)n(C)c1=O,/,?,2%,-9%,-5%,-8%,-1%,8%
O=C(CCCn1c(=O)c2ccccc2n(Cc2ccccc2)c1=O)NCc1ccco1,/,-11%,-3%,-11%,?,0%,-4%,-6%
Cn1c(=O)[nH]c(=O)c2c1nc(CN1CCN(c3cccc(Cl)c3)CC1)n2CCc1ccccc1,/,7%,i,-9%,14µM*,2%,6%,3%
CC1=NN(C(=O)CSCc2ccccc2)C(O)(c2ccc(Cl)cc2)C1 (stereo unspecified),-7%,0%,-3%,-16%,4%,/,-6%[46 µM],1%
